From PubChem BioAssay
DT40 TDP1 no CPT: qHTS for Inhibitors of human tyrosyl-DNA phosphodiesterase 1 (TDP1): qHTS in cells in absence of CPT. AID 686978, 2013. 15% of 420,000 active. Potency, µM (doses to about 46.2 µM), without a hit: at the top dose activity change, negative = growth inhibition, usual class: inhibitors. DT40 Tdp1-/- hTDP1 cells, no CPT, ATP luminescence, 48 h; further: nearly all actives have a fitted effect of over 55% in size
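DT40 Tdp1-/-;hTDP1 cells, no CPT (DMSO vehicle only), 400 cells/well; compounds pin-transferred; ≥48 hr, 37 °C; CellTiter-Glo 30 min RT dark, luminescence read.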
GCN5L2 inh: GCN5L2 (KAT2A) acetyltransferase inhibition; GCN5L2 HAT assay, ThioGlo1 CoA-SH fluorescence; Q92830; Potency, µM (series often up to 58.9 µM), inactives show at the highest dose activity change, negative = inhibition, actives largely listed as inhibitors; 0.21% of 390,000 active
Target sequence (Q92830 whole entry, looked up): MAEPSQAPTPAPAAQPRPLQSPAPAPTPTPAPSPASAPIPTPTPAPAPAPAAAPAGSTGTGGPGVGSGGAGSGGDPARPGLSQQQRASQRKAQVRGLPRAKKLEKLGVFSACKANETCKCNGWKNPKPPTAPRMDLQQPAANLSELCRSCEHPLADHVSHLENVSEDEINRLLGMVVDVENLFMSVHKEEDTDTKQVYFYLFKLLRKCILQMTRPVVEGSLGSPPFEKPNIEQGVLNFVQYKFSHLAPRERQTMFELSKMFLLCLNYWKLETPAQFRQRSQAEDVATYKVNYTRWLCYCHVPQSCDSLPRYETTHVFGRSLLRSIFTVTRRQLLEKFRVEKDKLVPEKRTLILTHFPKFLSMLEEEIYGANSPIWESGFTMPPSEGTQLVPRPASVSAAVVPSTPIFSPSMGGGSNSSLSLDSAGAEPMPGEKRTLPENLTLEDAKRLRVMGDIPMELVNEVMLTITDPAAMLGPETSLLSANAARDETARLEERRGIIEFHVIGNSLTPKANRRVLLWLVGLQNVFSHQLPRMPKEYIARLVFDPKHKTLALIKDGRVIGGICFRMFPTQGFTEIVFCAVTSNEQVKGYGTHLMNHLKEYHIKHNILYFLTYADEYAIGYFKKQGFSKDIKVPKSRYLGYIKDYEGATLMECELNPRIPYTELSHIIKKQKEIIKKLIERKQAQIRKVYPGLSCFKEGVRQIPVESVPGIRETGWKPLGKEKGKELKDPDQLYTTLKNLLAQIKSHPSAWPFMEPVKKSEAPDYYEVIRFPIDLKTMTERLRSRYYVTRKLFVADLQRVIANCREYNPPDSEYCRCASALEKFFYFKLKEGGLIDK
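Titration-based screen in which CoA formation is detected via maleimide probe ThioGlo1 (50uM) turning fluorescent on thiol reaction; substrates H3(1-25) 75uM and acetyl-CoA 70uM, GCN5L2 20nM, 20 min incubation at room temperature.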
TDP1 cell CPT: growth inhibition of DT40 Tdp1-/-;hTDP1 cells with camptothecin (screen for TDP1 inhibitors). chicken DT40 Tdp1-/-;hTDP1 cells + 20 nM CPT, ATP luminescence, 48 h. Potency, µM (doses to about 46.2 µM), for inactives: top-dose activity change, negative = growth inhibition, usual class: inhibitors. 12% of 420,000 active; further: nearly all actives have a fitted effect of over 55% in size
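Chicken DT40 Tdp1-/- cells stably complemented with human TDP1 were seeded at 400 cells/well in medium containing 20 nM camptothecin, exposed to pin-transferred compounds, and grown at 37 °C for at least 48 hr. Viability was read as ATP luminescence.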
* = called active by the depositor; ? = inconclusive; · = no result given; & = joins results of further samples; [ ] = dose if it differs, or a comment. The call rests on the fitted dose curve; in most records, active means well fitted curve in the direction sought with a large enough effect; inconclusive means small, poorly fitted or top-dose-only effect, or another doubt; inactive means no such curve, though single readings can be large; an effect the other way counts as inactive or inconclusive. On the % scale 0 is the no-effect control and ±100 the full control effect; potency means the concentration at half of the fitted maximal effect.

SMILES | GCN5L2 inh | DT40 TDP1 no CPT | TDP1 cell CPT
CC(C)C[C@H](NC(=O)N1c2ccccc2NC(=O)[C@@H]1C(C)C)C(=O)N1CCC[C@@H]1C(=O)O | 0% | -15% | 10%
COc1ccccc1Nc1nn2c(=O)c3ccc(C(=O)NCc4ccc(F)cc4)cc3nc2s1 | 0% | 2.3µM* | 3.7µM*
CCC(C)NC(=O)C(Cc1ccccc1)n1cccc1 (stereo not given) | 1% | -1% | -17%
CCCCCn1c(=O)[nH]c2cc(C(=O)Nc3cc(OC)cc(OC)c3)ccc2c1=O | -3% | 23µM* | 13µM*
O=C(NC(=S)Nc1ccc(-c2ccccc2)cc1)c1ccccc1 | · | ? | -25%
CC1(C(=O)Nc2ccc3c(c2)OCO3)Cc2c(-c3cccc(C(F)(F)F)c3)ccnc2O1 (stereo not given) | · | 3.7µM* | 4.1µM*
Cc1occc1-c1nnc(SCC(=O)N2CCCCC2C)o1 (stereo not given) | -1% | 10% | -5%
O=C1c2ccc3c4c(ccc(c24)C(=O)N1c1ccc2ccccc2c1)CC3 | 0% | ? | ?

Next entries
SMILES | GCN5L2 inh | DT40 TDP1 no CPT | TDP1 cell CPT
COc1ccc(NC(=O)c2ccc(Cc3ccc(C)cc3)o2)cc1 | -10% | ? | ?
O=C1CCCC2=C1C(c1ccc(O)cc1)c1c(ccc3ccccc13)N2 (stereo not given) | -4% | -22% | ?
Cc1ccc(C2=NC3(CCCCC3)N=C2SCC(=O)Nc2ccc3c(c2)OCCO3)cc1 | -11% | ? | 21µM*
Cc1cc(=O)oc2cc(OCC(=O)N/N=C/c3cc([N+](=O)[O-])ccc3O)ccc12 | -15% | ? | ?
CC(Sc1nnc(-c2ccccc2F)n1N)C(=O)NCC1CCCO1 (stereo not given) | -3% | -3% | -9%
CSc1ncccc1C(=O)Nc1cccc(S(=O)(=O)N2CCOCC2)c1 | -8% | -8% | 1%
Cc1ccc(S(=O)(=O)Nc2ccc3c(c2)c(C(=O)OC(C)C)c(C)n3S(=O)(=O)c2ccc(C)cc2)cc1 | -28% | ? | ?
O=C(c1ccncc1)N1CCN(S(=O)(=O)c2ccc(OC(F)(F)F)cc2)CC1 | 0% | ? | -3%

Other structures:
SMILES | GCN5L2 inh | DT40 TDP1 no CPT | TDP1 cell CPT
O=C(CN1CCCCC1)Nc1cc(Cl)ccc1Cl | -4% | -21% | ?
Cc1ccc(Sc2c(C)nn(C(=O)COc3ccccc3Br)c2C)cc1 | -7% | -3% | -12%
CCC(CC)C(=O)Nc1ccc2nc(SCC(=O)N3CCOCC3)sc2c1 | -4% | ? | ?
COc1ccc(CC(=O)NCc2ccco2)cc1OC | -1% | 2% | -7%
COc1ccc(CCNC(=O)Cn2c(=O)n(-c3ccc(C)c(F)c3)c(=O)c3sccc32)cc1OC | -5% | 15µM* | 9.2µM*
C=C(C)CSc1nnc([C@@H]2CCCN2)o1 | -5% | -18% | -2%
C=CCC[C@@H](Cc1ccc(F)cc1)C(=O)OCCNC(=O)[C@@H](CC=C)CC(=O)N[C@@H](CO)Cc1ccccc1 | -3% | -26% | ?
Cc1cc2nn(-c3ccc(F)cc3)nc2cc1N | ? | 3% | 21%

New compounds follow.
SMILES | GCN5L2 inh | DT40 TDP1 no CPT | TDP1 cell CPT
CC(C)=CCN1CCN(Cc2cccc3c2OCO3)CC1CCO (stereo not given) | -5% | -21% | -3%
CCOC(=O)Cc1nnc(NC(=O)C(CC)Sc2nncn2C)s1 (stereo not given) | -30% | -1% | 7%
CCOc1ccc(S(=O)(=O)Nc2ccc(C(=O)NCC(c3ccccc3)N(C)C)cc2)cc1 (stereo not given) | -20% | 3% | 0%
Nc1ncnc2c1nc(-c1ccccc1)n2C1OC(CO)C(O)C1O (stereo not given) | · | -5% | 0%
O=C(O)[C@H](Cc1ccccc1)NC(=O)N1CCOCC1 | 2% | 31%[activator] | 6%
COc1ccc(NC(=O)c2cc(S(=O)(=O)N3CCCCC3)c[nH]2)cc1 | 0% | -8% | 3%
Nc1cc(=O)[nH]c(=O)n1CCCc1ccccc1 | · | -4% | -5%
Cc1ccccc1NC(=O)C1CCCN(C(=O)NCc2ccccc2)C1 (stereo not given) | -2% | -8% | -21%

Next results follow:
SMILES | GCN5L2 inh | DT40 TDP1 no CPT | TDP1 cell CPT
COc1ccc(C(CCN2CCCC2)c2c(OC)cc(OC)c3c(-c4ccccc4)cc(=O)oc23)cc1 (stereo not given) | -4% | 16µM* | ?
Cc1nn(C)c(Cl)c1C(=O)NC(C(=O)O)c1ccccc1 (stereo not given) | -7% | -6% | 2%
O=C1CCC(=O)N1c1ccc(S(=O)(=O)Nc2cccc(Br)c2)cc1 | -1% | -10% | 1%
COc1cccc(CN(C(=O)c2cccs2)C2CCS(=O)(=O)C2)c1 (stereo not given) | -2% | -16% | ?
COc1ccc(NC(=O)C2CC(=O)N(c3ccccc3F)C2)cc1S(=O)(=O)N1CCCCC1 (stereo not given) | · | ? | -13%
O=C(/C=C/c1ccco1)NC1=NCCS1 | -5% | -13% | -5%
CCOC(=O)Nc1cccc(Nc2ccccc2)c1 | -1% | ? | ?
COc1ccc(N(CC(=O)N2CCOCC2)S(=O)(=O)c2ccccc2)cc1Cl | -17% | -12% | 1%

Further results:
SMILES | GCN5L2 inh | DT40 TDP1 no CPT | TDP1 cell CPT
O=C(Cn1c(NCCO)nc2ccccc21)c1ccc([N+](=O)[O-])cc1 | -3% | 5% | -24%
COc1ccc([C@H]2CC(=O)C=C(c3cccc(Br)c3)C2)cc1OC | -1% | 13µM* | ?
CCOC(=O)C1CCN(S(=O)(=O)c2ccc(NC(=O)OC)cc2)CC1 | ? | -11% | -7%
O=C(CCC(=O)N1CCN(C(=O)c2ccco2)CC1)c1ccc(F)cc1 | -1% | -11% | 3%
CCOc1ccc(C(=O)c2cn(CC(=O)Nc3ccc(OC)cc3)c3cc4c(cc3c2=O)OCCO4)cc1 | 2% | -26% | ?
CS(=O)(=O)Nc1cccc(-c2nc(-n3ccnc3)c3ccccc3n2)c1 | -20% | ? | ?
CCOC1=C2CN(S(=O)(=O)c3ccc(C)cc3)[C@H](c3ccccc3)C[C@@H]2N(S(=O)(=O)c2ccc(Br)cc2)[C@H](c2ccccc2)C1 | · | 12µM* | ?
CC(=O)Nc1c(I)c(NC(C)=O)c(I)c(C(=O)O)c1I | -7%&-2%&-1% | 4%&16%&-2% | 1%&-1%&-19%

A second format for some results above:
Each structure is followed by: GCN5L2 inh	DT40 TDP1 no CPT	TDP1 cell CPT
COc1ccc(C(CCN2CCCC2)c2c(OC)cc(OC)c3c(-c4ccccc4)cc(=O)oc23)cc1 (stereo not given)
 : -4%	16µM*	?
Cc1nn(C)c(Cl)c1C(=O)NC(C(=O)O)c1ccccc1 (stereo not given)
 : -7%	-6%	2%
O=C1CCC(=O)N1c1ccc(S(=O)(=O)Nc2cccc(Br)c2)cc1
 : -1%	-10%	1%
COc1cccc(CN(C(=O)c2cccs2)C2CCS(=O)(=O)C2)c1 (stereo not given)
 : -2%	-16%	?
COc1ccc(NC(=O)C2CC(=O)N(c3ccccc3F)C2)cc1S(=O)(=O)N1CCCCC1 (stereo not given)
 : ·	?	-13%

The listing continues.
SMILES | GCN5L2 inh | DT40 TDP1 no CPT | TDP1 cell CPT
C/C(=N\N=C1\NC(=O)CC(C(=O)O)S1)c1ccc(F)cc1 (stereo not given) | -6% | -19% | 4%
CC(C)C(NC(=O)c1ccc(Cl)cc1)C(=O)NCC1CCCO1 (stereo not given) | 1% | -9% | -13%
CCOC(=S)SCC(=O)Nc1nc(-c2ccc(Br)cc2)cs1 | -6% | 4.6µM* | 4.6µM*
CC(CN1CCN(C)CC1)OC(=O)c1ccccc1Cl (stereo not given) | 3% | -17% | -1%
CS(=O)(=O)c1ccc(Sc2nc3ccccc3s2)c([N+](=O)[O-])c1 | 21% | 13µM* | 10µM*
CCCCN(C(=O)c1cc(Cl)nc2ccccc12)c1c(N)n(Cc2ccccc2)c(=O)[nH]c1=O | -3% | -30% | -15%
CS(=O)(=O)N1CCN(C2CCN(Cc3ccccc3)CC2)CC1 | 1% | -9% | 5%
COc1ccc(NC(=O)CSc2nncn2N)c(OC)c1 | -4% | 15% | 14%

The list goes on.
SMILES | GCN5L2 inh | DT40 TDP1 no CPT | TDP1 cell CPT
CCOC(=O)CCNC(=O)N1CCCC(CCC(=O)N(C)CCc2ccccn2)C1 (stereo not given) | -5% | -17% | -3%
COc1cc(C)nc(N(Cc2ccccc2)S(=O)(=O)c2ccccc2)n1 | -9% | ? | ?
Cc1cc(NC(=O)C(C)SCC(=O)OCC(=O)N(Cc2ccccc2)C(C)(C)C)no1 (stereo not given) | -1% | -29% | -25%
CS(=O)(=O)C1=NN2C(=N)/C(=C\c3ccc(OC(=O)c4ccco4)cc3)C(=O)N=C2S1 | -12% | -9% | -1%
Cc1ccc(S(=O)(=O)NCC(c2ccc(N(C)C)cc2)N2CCc3ccccc32)cc1 (stereo not given) | -2% | ? | ?
O=C1CC(N(O)c2ccccc2)C(=O)N1Cc1ccccc1 (stereo not given) | -3% | -16% | -26%
Cc1cc(O)c(C(C)C)cc1NC(=O)Nc1ccc([N+](=O)[O-])cc1 | · | ? | -14%
CCCn1c(SCc2ccc(Cl)cc2)nc2c1c(=O)[nH]c(=O)n2C | -2% | 16µM* | ?

New compounds follow
SMILES | GCN5L2 inh | DT40 TDP1 no CPT | TDP1 cell CPT
O=C(Nc1ccc2ccccc2c1)NC1CCS(=O)(=O)C1 (stereo not given) | -13% | 15% | -3%
COc1ccc(OC)c(C(O)c2nc3ccccc3n2C(C)C)c1 (stereo not given) | -1% | -16% | -4%
CCOC(=O)c1nc(Nc2ccc(Nc3ccccc3)cc2)c2ccccc2n1 | -22% | 7.3µM* | 13µM*
CSc1ccccc1C(=O)OCC(=O)Nc1c(C)n(C)n(-c2ccccc2)c1=O | · | -9% | 4%
CN(C)c1ccc(/C=C/C=N/Nc2nc(N3CCOCC3)nc(N3CCOCC3)n2)cc1 | -7% | ? | 16µM*
COc1ccc(NC(=O)CSc2nc3ccccc3nc2N2CCOCC2)c(OC)c1 | -31%&-5% | ? | ?
COc1ccccc1NC(=O)COC(=O)c1ccc2c(c1)nc(C)n2-c1ccccc1 | -3% | ? | 3%
CCOC(=O)C1=C(C)NC(SCC(=O)O)=C(C#N)C1c1ccco1 (stereo not given) | -21% | 4% | 6%

(cont.)
SMILES | GCN5L2 inh | DT40 TDP1 no CPT | TDP1 cell CPT
c1ccc(C2c3[nH]c4ccccc4c3CCN2Cc2cccn2-c2cccnc2)nc1 (stereo not given) | 2% | 5.8µM* | -17%
CCOC(=O)C1CCN(S(=O)(=O)c2c(C)noc2C)CC1 | 1% | 22% | 0%
O=C1CCCN1c1ccc(S(=O)(=O)NCc2ccco2)cc1 | 1% | -19% | ?
CC(C)c1ccc(S(=O)(=O)N2CCN(Cc3cccc(F)c3)CC2)cc1 | -1% | ? | ?
N#CCCN(Cc1cccnc1)C(=S)Nc1ccc(OC(F)F)cc1 | 1% | 6% | 1%
CC1CN(C(=O)/C=C/c2ccc([N+](=O)[O-])s2)CC(C)O1 (stereo not given) | -5% | 15µM* | ?
Cc1ccc(C(=O)N2CC(=O)NC(=O)C2)cc1 | 2% | 4% | 6%
CCCCCCCCCCCCCCCCCCc1ccc(C(=O)/C=C/C(=O)O)cc1 | -4% | -16% | 1%

Additional records follow.
SMILES | GCN5L2 inh | DT40 TDP1 no CPT | TDP1 cell CPT
O=C(Cn1c(C(F)(F)F)nc2ccccc21)N/N=C/c1ccco1 | -6% | -5% | -3%
CC1(C(=O)NS(=O)(=O)c2ccc(Cl)s2)CCN1C(=O)C1(c2ccccc2)CCCC1 (stereo not given) | · | ? | ?
CCn1c(SCC(=O)c2[nH]c(C)c(C(C)=O)c2C)nnc1-c1cccs1 | -2% | 18µM* | ?
CCOC(=O)N1CCN(C(=O)CSc2nnc(-c3ccccc3OC)o2)CC1 | 1% | -26% | 2%
Cc1ccc(C(=O)N/C(=C/c2ccco2)C(=O)Nc2cccc(C(=O)O)c2)cc1 | -10% | 29% | 3%
O=C(CCCC(=O)N(c1ccc(F)cc1)C(C(=O)NC1CCCC1)c1ccc(O)cc1)Nc1ccccn1 (stereo not given) | -1% | ? | ?
O=S(=O)(Nc1ccc2c(c1)nc1n2CCN(Cc2ccccc2)C1)c1ccccc1 | -24% | 23µM* | 23µM*
O=S(=O)(c1cccc(F)c1)N1CCN(C(=S)NCC2CCCO2)CC1 (stereo not given) | 2% | -5% | -14%

Continuation:
SMILES | GCN5L2 inh | DT40 TDP1 no CPT | TDP1 cell CPT
Cc1ccc(NC(=O)Cn2c(=O)ccc3cc(S(=O)(=O)N4CCC(C)CC4)ccc32)cc1C | -1% | -60% | ?
O=C(COC(=O)CCc1ccccc1)NCc1ccccc1 | -10% | 1% | -2%
CC(=O)NCCn1c(SCc2ccccc2C)nc2ccccc2c1=O | -3% | 16µM* | ?
N/C(=N\OC(=O)c1ccccc1Br)c1cccc([N+](=O)[O-])c1 | -12% | 13% | -1%
